Compound activity deposited in PubChem BioAssay by several laboratories.
AID2073 = inhibitors of Mint1-CaV2.2 protein interaction, biochemical, HTRF (AID 2073). 290,000 compounds, 0.19% hits. HTRF protein-protein interaction, Mint1-CaV2.2; higher % means a stronger effect. inhibition, % at 20 µM, or IC50 in µM where a hit was titrated. Voltage-dependent N-type calcium channel subunit alpha-1B (Homo sapiens); in the data active = inhibition mostly above about 51%, no sharp cut-off; inconclusive = no clear call, values can overlap the other calls; inactive = mostly below about 53%; note: some results filed as inactive read as strong as hits
SIAH1 antagonists = Siah-1 peptide-binding antagonists, primary screen, biochemical, fluorescence polarization, rhodamine-plectin, uHTS (AID 1817); E3 ubiquitin-protein ligase SIAH1 (Homo sapiens); 290,000 compounds, 0.02% hits; Siah-1 / rhodamine-plectin peptide fluorescence polarization; higher % means a stronger effect; displacement, % at 20 µM, or IC50 in µM where a hit was titrated;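 active = displacement of at least 50% at 20 µM, with a fluorescence ratio check between 0.3 and a set limit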;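 note: plate controls were Siah plus tracer with DMSO for no effect and tracer alone without Siah for full effect; strong numbers were not always called active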
K1F lysis inhibition = inhibition of K1F phage lysis, E. coli UTI89, bacterial capsule biogenesis inhibitors, alamar blue (AID 488966); E. coli UTI89 K1F phage lysis, alamar blue, 2 h; higher % means a stronger effect; one-dose inhibition, % at 100 µM; IC50 in µM for titrated hits; 340,000 compounds, 0.02% hits;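 active = phage lysis inhibition, versus mean bacterial control, above a set limit; inconclusive = no clear call, values can overlap the other calls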;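 note: capsule biogenesis inhibitors block K1F phage lysis so surviving cells raise fluorescence; higher fluorescence means more inhibition of phage lysis; actives were called in the ten point dose series up to 300 µM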
Large T inhibition = SV40 large T antigen inhibitors, biochemical (AID 1903); one-dose inhibition, % at 20 µM; IC50 in µM for titrated hits; 310,000 compounds, 0.39% hits; SV40 large T antigen ATPase/helicase inhibition assay; higher % means a stronger effect; in the data active = a potency from the dose series; inconclusive = inhibition mostly from about 32% at the one dose, without a potency; inactive = the rest, 99 in 100 with inhibition below about 32%; note: strong numbers were not always called active
RSV antiviral HEp-2 = RSV antiviral activity via CPE protection, HEp-2 cells, primary 10 µM value included (AID 2391); HEp-2 cells, RSV-induced CPE inhibition; higher % means a stronger effect; 310,000 compounds, 0.13% hits; one-dose CPE inhibition, % at 10 µM; IC50 in µM for titrated hits; in the data active = a potency from the dose series; inconclusive = CPE inhibition mostly from about 23% at the one dose, without a potency; inactive = the rest, 99 in 100 with CPE inhibition below about 21%; note: strong numbers were not always called active
NTR1 agonist = agonists of NTR1, primary screen, imaging, U2OS cells, beta-arrestin-GFP, high content (AID 493036) | Neurotensin receptor type 1 (Homo sapiens), P30989 | NTR1-U2OS beta-arrestin-GFP spot imaging, agonist mode | activation, % at 20 µM | 330,000 compounds, 0.17% hits;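 active = activation at or above 40% of the spot to cytoplasm intensity ratio, with at least 20 cells analyzed; inconclusive = wells under 20 cells, flagged as cytotoxic or low count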;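 note: 0% = DMSO without peptide and 100% = 100 nM NTR1 peptide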
Target sequence (P30989 whole entry, looked up): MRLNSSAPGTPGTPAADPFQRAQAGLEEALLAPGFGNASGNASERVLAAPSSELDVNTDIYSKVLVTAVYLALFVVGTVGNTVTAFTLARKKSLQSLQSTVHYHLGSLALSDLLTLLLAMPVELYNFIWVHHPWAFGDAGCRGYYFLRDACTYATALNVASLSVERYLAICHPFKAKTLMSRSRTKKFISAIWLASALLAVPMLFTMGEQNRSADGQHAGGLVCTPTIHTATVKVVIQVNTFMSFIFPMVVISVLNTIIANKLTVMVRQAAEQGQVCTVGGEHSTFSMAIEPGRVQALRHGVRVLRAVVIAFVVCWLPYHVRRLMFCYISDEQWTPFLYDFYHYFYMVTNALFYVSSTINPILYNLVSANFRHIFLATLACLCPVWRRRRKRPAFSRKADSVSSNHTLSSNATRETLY
Dengue-2 NS5 capping = Dengue-2 NS5 methyltransferase inhibitors, primary screen, biochemical, confirmation dose response (AID 588689); 340,000 compounds, 0.3% hits; Genome polyprotein (Dengue virus type 2 (strain 16681-PDK53)); Dengue-2 NS5 methyltransferase capping enzyme assay, biochemical; higher % means a stronger effect; inhibition, % at 25 µM; hits with a dose series show IC50 in µM; in the data active = a potency from the dose series; inconclusive = inhibition above about 29% without an active follow-up result
West Nile antiviral = West Nile virus antiviral activity, cell-based, CPE readout (AID 1621). West Nile virus-infected cells, CPE inhibition; higher % means a stronger effect. CPE inhibition, % at 10 µM, or IC50 in µM where a hit was titrated. 290,000 compounds, 0.02% hits; in the data active = a potency from the dose series; inconclusive = CPE inhibition mostly from about 3.7% at the one dose, without a potency; inactive = the rest, 99 in 100 with CPE inhibition below about 2.2%; note: strong numbers were not always called active
Rac1 GTP hydrolysis = MgcRacGAP GTPase-activating activity inhibitors, confirmation, biochemical, ADP Hunter fluorescence; Rac GTPase-activating protein 1 (Homo sapiens); MgcRacGAP-stimulated Rac1 GTP hydrolysis, ADP Hunter fluorescence; higher % means a stronger effect; GST-tagged Rac1 F28L mutant substrate; one-dose inhibition, % at 30 µM; IC50 in µM for titrated hits; 340,000 compounds, 0.6% hits; AID 624330, 2012;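 active = first-screen hits whose inhibition reached a set limit at any dose in the follow-up dose series; inconclusive = inhibition above the set first-screen limit but never retested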;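 note: fluorescence reports GDP produced by GAP-driven GTP hydrolysis; strong numbers were not always called active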
NTR1 agonist cell count 20 µM = also measured in NTR1 agonist; calls as there; cell count; measured here: cell count, cytotoxicity flag
Dengue-2 NS5 capping pilot replicate = second read-out of Dengue-2 NS5 capping, no call of its own (marks repeat the call); inhibition, %; measured here: pilot screen replicate inhibition
* = called active by the depositor; ? = inconclusive; · = not tested or not shown; [ ] = another dose, or the depositor's remark. This is a random part of the collection; any-hit rate near 1.6%.

SMILES | AID2073 | SIAH1 antagonists | K1F lysis inhibition | Large T inhibition | RSV antiviral HEp-2 | NTR1 agonist | NTR1 agonist cell count 20 µM | Dengue-2 NS5 capping | West Nile antiviral | Rac1 GTP hydrolysis | others
COc1ccc(CNCCC(c2ccccc2)c2ccc(OC(C)C)cc2)cc1OC (stereo not drawn) | 12% | 41% | 0.1% | 8% | 14% | 8.1 | 91 | -2% | -2.3% | ·
CCN(CCN(C)C)C(=O)Cn1ncc2c1-c1cc(C)ccc1OC2 | -4% | -3% | 4.0% | 0% | 0.2% | 0.0 | 62 | -4% | -0.2% | -2%
Cn1c(=O)c(C(=O)Nc2ncccn2)c(O)c2ccccc21 | -2% | -1% | 0.1% | 5% | 2.4% | -0.7 | 56 | -5% | 0.1% | 11%
CC(=O)N1c2ccccc2S(=O)(=O)c2ccccc21 | · | · | 2.3% | 14% | 0.4% | -1.8 | 58 | 6% | · | 14%
C=CCN1C(=O)C(Cc2ccc(OC)cc2)S/C1=N/N=C/c1ccco1 (stereo not drawn) | 6% | 2% | -0.1% | 3% | -0.6% | 1.5 | 62 | -9% | -0.8% | 8%
Cc1cc2oc(=O)cc(-c3ccccc3)c2c(C)c1-c1ccc(O)cc1 | · | · | 2.5% | · | · | 12 | 62 | -10% | · | 3% | Dengue-2 NS5 capping pilot replicate=-5.1
CC[C@@H]1CCCCc2ccccc2[C@@H](C(=O)C[C@H](O)CC(C)=O)OC1=O | · | · | 0.0% | · | · | 0.4 | 53 | -4% | · | -4% | Dengue-2 NS5 capping pilot replicate=2.7
CCOc1ccccc1NC(=O)C(C)N1C(=O)c2ccccc2S1(=O)=O (stereo not drawn) | · | · | 1.3%[50 µM] | 2% | -0.8% | 0.1 | 94 | -9% | · | 2%
CC(=O)c1ccc(OCCCC(=O)NNC(=O)c2ccccn2)cc1 | · | · | 0.2%[50 µM] | · | 1.1% | 0.2 | 60 | 1% | · | 3%
O=C(O)/C=C/C(=O)N1CCN(S(=O)(=O)c2cccc(C(F)(F)F)c2)CC1 | 6% | 5% | -0.5% | -5% | -0.4% | 2.3 | 48 | -8% | 0.5% | -3%
Cc1nc2ccccn2c1C(=O)NCC(C)C | 3% | -1% | 0.3% | 11% | 1.2% | 1.4 | 87 | -3% | 0.0% | 2%
COc1ccc(CCNC(=O)CCc2cc(OC)c(OC)c(OC)c2)cc1 | 26% | -3% | 0.3% | 5% | 1.1% | -2.2 | 84 | -3% | 0.4% | 3%
CCCCN(C)CCCNC(=O)c1ccc2c(c1)NC(=O)C(N1CCOCC1)S2 (stereo not drawn) | -2% | -5% | 0.2% | 2% | 0.8% | 0.2 | 49 | -2% | 0.3% | 2%
CC(=O)N(CC(=O)Nc1sc(C)c(C)c1C(N)=O)Cc1ccccc1 | -9% | 0% | 0.2% | · | 0.6% | 0.2 | 48 | 1% | -1.5% | -3%
COc1ccc(C(=O)c2ccc([N+](=O)[O-])cc2)cc1S(=O)(=O)N1CCC(C(=O)O)CC1 | 2% | -2% | 0.0% | 3% | 0.3% | -0.2 | 69 | 1% | 1.6% | 5% | Dengue-2 NS5 capping pilot replicate=7.0
CC(C)(C)N1C(=O)c2ccc(C(=O)Nc3nccs3)cc2C1=O | -2% | 1% | -0.9%[50 µM] | 5% | 1.6% | 2.4 | 51 | -1% | 0.1% | 5%
O=C1NC(c2cccc(Cl)c2)Oc2ccccc21 (stereo not drawn) | 0% | 0% | 1.1% | 6% | 1.9% | 2.4 | 61 | -1% | -0.7% | 6%
COCC(=O)Nc1cc(C)c2c(=O)oc3ccccc3c2n1 | 3% | -2% | 0.3% | 0% | 1.1% | -2.4 | 71 | -1% | · | -2%
CCc1nc2ccc(C(=O)N(C)CC(=O)Nc3ccc(F)c(F)c3F)cc2nc1CC | · | · | 0.5%[50 µM] | · | · | 0.7 | 59 | -6% | · | 4%
CCOc1ccccc1N1CCN(C(=O)c2c(-c3c(F)cccc3Cl)noc2C)CC1 | 3% | 1% | -1.0%[50 µM] | 13% | 2.6% | 1.2 | 61 | -2% | 0.6% | 4%
CC(C)CNC(=S)NC1CC2CCCC(C1)N2Cc1cccs1 (stereo not drawn) | -9% | 2% | 1.6% | 5% | -1.4% | 1.3 | 56 | -1% | -0.9% | -4%
COc1ccc(/C(O)=C2\C(=O)C(=O)N(CC3CCCO3)C2c2cc(OC)ccc2OC)cc1 (stereo not drawn) | 5% | 2% | 4.7% | 12% | 0.8% | -0.5 | 54 | -3% | -0.6% | -4%
CC(=O)c1cccc(Nc2nc(-c3ccccc3)cs2)c1 | 0% | 2% | 0.3% | 20% | 49% | 10 | 50 | -3% | -0.6% | 6%
Cc1cc(NC(=O)c2cc3n(n2)C(C(F)(F)F)CC(c2ccc(Cl)c(Cl)c2)N3)no1 (stereo not drawn) | 0% | -3% | 0.1% | 3% | 0.1% | 6.5 | 79 | -5% | -0.6% | 0%
CCN(CC)CCN1C(=O)C(=O)/C(=C(/O)c2c(C)[nH]c(C(=O)OC)c2C)C1c1cccs1 (stereo not drawn) | -2% | 2% | 0.5% | 7% | -0.9% | -1.0 | 67 | 0% | 0.1% | 3%
C=CCN(c1ccccc1)S(=O)(=O)c1cccc(C(=O)OCC(=O)NCCOC)c1 | 6% | 3% | -0.2% | 10% | -1.1% | 1.8 | 47 | 1% | -0.1% | 12%
O=C(Nc1ccc(Cl)cn1)c1cccc(S(=O)(=O)N2CCCCC2)c1 | 11% | -5% | 0.0% | · | · | -1.9 | 36 | -1% | 0.5% | 5%
O=C(c1cccnc1)c1ncc(C(F)(F)F)cc1Cl | 9% | 4% | 0.2% | 7% | 1.0% | -2.0 | 79 | -6% | -0.1% | 3%
C=CCc1cccc2cc(C(=O)Nc3ccc(CC(=O)O)cc3)c(=O)oc12 | 46% | 17µM* | -3.4% | 17% | 0.5% | 1.0 | 79 | 3% | 0.5% | 8%
Cc1cc(=O)oc(C)c1C(=O)Nc1cccc(F)c1 | -7% | 11% | 0.5% | 9% | 0.8% | -1.1 | 46 | 1% | -0.3% | -1%
CC(=O)Nc1ccc(NC(=O)CNC(=O)COc2ccccc2)cc1 | -11% | -3% | -1.0% | 12% | -1.5% | -0.7 | 46 | -4% | 0.5% | 3%
O=C(CN1C(=O)NC2(CCc3ccccc32)C1=O)c1ccc(Br)s1 (stereo not drawn) | · | · | 0.2%[50 µM] | · | 2.3% | 0.3 | 45 | -5% | · | 6%
O=C(Nc1ccc2[nH]c(=O)[nH]c2c1)c1ccc(Br)o1 | -40% | -9% | 0.2%[50 µM] | 14% | 4.6% | -1.2 | 52 | 0% | -0.4% | 8%
O=C1CN(C(=O)COc2ccc(Br)cc2F)c2ccccc2N1 | 4% | 0% | 6.5% | 9% | 1.4% | -0.1 | 62 | -7% | -0.5% | 0%
CCCN(CCC)C(=O)Nc1cc(Cl)ccc1OC | -21% | -2% | 0.3% | 21% | 2.7% | 1.7 | 60 | -4% | -1.4% | -4%
COc1c(C)cc(C(=O)C2CCCN(C(=O)c3cc(C)nc(C)n3)C2)cc1C (stereo not drawn) | -5% | -2% | 0.3% | 28% | 1.0% | -0.3 | 38 | -2% | -0.6% | 5%
Cc1cc(S(=O)(=O)N2CCN(c3ccc(F)cc3)CC2)c(C)s1 | 4% | 4% | -1.9% | 8% | 0.8% | 1.1 | 51 | -1% | -0.3% | 14%
COC(=O)C(NC(=O)CCc1c(C)nc2c(c(C)nn2-c2ccccc2)c1C)C(C)C (stereo not drawn) | 14% | -4% | -0.8%[50 µM] | 1% | 0.7% | 3.0 | 78 | -9% | -1.4% | 4%
CN1C(C(=O)NCc2cccs2)=CC(c2ccc(F)cc2)=NS1(=O)=O | 2% | 1% | 0.3% | 15% | 2.5% | -0.7 | 52 | 59% | -0.3% | 3%
COc1ccc(NC(=O)CN2C(=O)NC3(CCCCC3C)C2=O)cc1OC (stereo not drawn) | · | · | 1.1%[50 µM] | · | 2.2% | -0.2 | 55 | -5% | · | 3%
CC(C)(C)c1cc(NC(=O)c2cccnc2)no1 | 17% | 1% | 8.9% | 1% | 0.7% | -0.7 | 53 | -1% | -0.5% | 5%
CC(=O)Nc1cccc(N2CCCC2=O)c1 | 13% | 5% | 4.8% | 2% | 1.2% | -0.4 | 74 | -5% | 0.4% | 7%
Cc1ccc2c(c1)N(C(=O)CCC(=O)NCCCN1CCOCC1)CCO2 | 3% | 2% | 2.6% | 12% | 1.2% | -1.5 | 52 | 4% | -0.4% | 14%
CCCCCCNC(=O)N1C/C=C\C(c2ccc(OC)cc2)N(Cc2ccc(F)cc2)C(=O)C1 (stereo not drawn) | 9% | 2% | -0.5% | 2% | 6.5% | 2.5 | 80 | -8% | -1.4% | 5%
CC1(C)CC2(CCO1)OC(=O)CC2C(=O)Nc1ccc(Cl)cc1[N+](=O)[O-] (stereo not drawn) | 5% | 2% | -0.5% | 14% | 0.3% | -1.9 | 54 | 6% | -0.3% | 8%
CCOC(=O)c1ccc(NC(=O)Nc2cc(C)on2)cc1 | 2% | -1% | 0.5% | 1% | 2.0% | 1.1 | 55 | -10% | 0.3% | 9%
Cc1ccc2cc(CCl)c(Cl)nc2c1 | 22% | 13% | 0.2% | 12% | -2.1% | 2.2 | 66 | -5% | -0.3% | -7%
NC(=S)NN=C1c2ccccc2-c2ccccc21 | 22% | 6% | 0.1% | 7% | ? | 3.5 | 83 | -6% | -1.6% | 15%
COc1ccc([C@H]2/C=C\CN(C(=O)c3ccccc3)[C@@H](C)C(=O)N2Cc2ccc(F)cc2)cc1 | · | · | 0.3% | 0% | 4.8% | 1.8 | 106 | -3% | 0.8% | 11%
COc1ccc([N+](=O)[O-])cc1NS(=O)(=O)c1cccc(C(=O)OC2CCOC2=O)c1 (stereo not drawn) | · | · | 0.8%[50 µM] | · | · | -1.1 | 51 | 5% | · | 9%
